Source: PubChem
Bim-Mcl-1: inhibitors of Bim-Mcl-1 interaction, human; Q07820; Bead-based flow cytometry, Bim peptide-Mcl-1 binding; inhibition, % at 10 µM; 0.1% of 190,000 active; AID 1009;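 further: 0% = no compound tracer wells and 100% = peptide blocker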
Target sequence (Q07820 whole entry, looked up): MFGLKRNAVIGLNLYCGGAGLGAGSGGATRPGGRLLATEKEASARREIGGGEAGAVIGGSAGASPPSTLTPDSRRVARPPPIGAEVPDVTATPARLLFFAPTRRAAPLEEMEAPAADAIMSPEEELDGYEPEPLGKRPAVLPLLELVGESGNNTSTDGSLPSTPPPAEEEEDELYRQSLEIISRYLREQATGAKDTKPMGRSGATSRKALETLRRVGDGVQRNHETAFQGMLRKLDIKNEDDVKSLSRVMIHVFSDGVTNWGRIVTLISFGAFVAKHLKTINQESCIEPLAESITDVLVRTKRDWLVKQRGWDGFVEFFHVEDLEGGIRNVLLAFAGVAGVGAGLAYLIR
Mcl1 Bid PPI: Mcl-1/Bid interaction inhibition; TR-FRET Mcl-1/Bid-Dy647 peptide binding, 1536-well; inhibition, % at 21.7 µM; Q07820; 0.97% of 220,000 active;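 active means compounds that cut the binding signal by more than half at the single screening dose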;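 further: His-tagged Mcl-1 with europium anti-His antibody binding Bid BH3 peptide; 0% = Mcl-1 plus peptide wells and 100% = peptide-only wells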
GSH bead fluor: GSH bead compound fluorescence profile. GSH beads flow cytometry, compound fluorescence 488/530 nm; stronger effect = higher value. fluorescence (KMESF) at 10 µM. 0.25% of 190,000 active; in the data active means fluorescence above about 89;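 further: glutathione beads carrying GST-tagged Bcl family fusion proteins plus one bare bead set; values are compound well signal with DMSO vehicle wells as background; inactives centre near 16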
RGS8-Gao: human RGS8-Galphao interaction regulation | response (percent of control binding), % at 10 µM | multiplexed bead flow cytometry, RGS8-Galphao binding; actives lie on both sides | 0.34% of 220,000 active | AID 1423 | P09471; in the data active means response below about 60% or above about 140%; inactive means in between;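 further: Galphao activated as the GDP aluminium fluoride complex binding bead-coupled RGS8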
RGS7-Gao reg: human RGS7-Galphao interaction regulation. AID 1439. 0.35% of 220,000 active. Multiplexed bead flow cytometry, RGS7-Galphao binding; actives lie on both sides. binding response (% of control), % at 10 µM; in the data active means binding response below about 49% or above about 150%; inconclusive means no clear call, values can overlap the other calls; inactive means in between;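 further: fluorescent Galphao held in activated GDP-AlF4 state binding bead-coupled RGS7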
RGS4-Gao reg: human RGS4-Galphao interaction regulation; Multiplexed bead flow cytometry, RGS4-Galphao binding; actives lie on both sides; P09471; binding response (% of control), % at 10 µM; AID 1415; 0.33% of 220,000 active; in the data active means binding response below about 49% or above about 150%; inactive means in between;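 further: fluorescent Galphao activated with aluminum fluoride binding bead-coupled RGS4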
Bcl-B Bim block: human Bim-Bcl-B interaction inhibition. AID 951. inhibition, % at 10 µM. bead-based flow cytometry, Bim peptide-Bcl-B binding. 0.073% of 190,000 active;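 further: 0% = tracer peptide without compound and 100% = reference inhibitor peptide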
Bim-Bcl-XL: disrupts Bim peptide binding to human Bcl-XL. Q07817. bead flow cytometry, fluorescence. inhibition, % at 10 µM. 0.04% of 190,000 active. AID 1007
Target sequence (Q07817 whole entry, looked up): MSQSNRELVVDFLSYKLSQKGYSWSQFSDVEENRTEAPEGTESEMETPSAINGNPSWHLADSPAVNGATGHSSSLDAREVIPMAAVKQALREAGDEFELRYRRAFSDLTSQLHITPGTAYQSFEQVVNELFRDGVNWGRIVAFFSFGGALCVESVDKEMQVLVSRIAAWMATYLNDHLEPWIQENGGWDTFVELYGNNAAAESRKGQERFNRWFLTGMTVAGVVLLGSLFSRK
Bim-Bcl-2: inhibitors of Bim-Bcl-2 interaction, human | P10415 | Bead-based flow cytometry, Bim peptide-Bcl-2 binding | inhibition, % at 10 µM | 0.06% of 190,000 active | AID 950; in the data active means inhibition above about 40%; inconclusive means no clear call, values can overlap the other calls;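 further: 0% = no compound wells with probe peptide and 100% = reference peptide inhibitor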
Bim-Bcl-W: inhibitors of Bim-Bcl-W interaction, human; bead-based flow cytometry, Bim peptide-Bcl-W binding; inhibition, % at 10 µM; 0.02% of 190,000 active; AID 952;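 further: 0% = bound tracer without compound and 100% = peptide blocker; higher means less fluorescent Bim peptide bound to Bcl-W beads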
Target sequence (Q92843 whole entry, looked up): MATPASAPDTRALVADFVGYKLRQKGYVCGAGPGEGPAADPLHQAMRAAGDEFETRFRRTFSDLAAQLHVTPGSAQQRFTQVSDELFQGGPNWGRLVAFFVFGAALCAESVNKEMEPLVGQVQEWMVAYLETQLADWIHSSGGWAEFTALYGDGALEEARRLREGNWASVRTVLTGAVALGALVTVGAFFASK
Bfl-1 Bim block: disrupts Bim binding to human Bfl-1. Bead-based flow cytometry, Bim-Bfl-1 binding inhibition. Q16548. 0.12% of 190,000 active. inhibition, % at 10 µM;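 further: 0% = wells without compound plus tracer and 100% = blocker peptide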
Starred values were filed as active, the others as inactive; ? = inconclusive. Unless noted, no stated cut-off is given here; in the data, active means inhibition above about 40%.

Compound,Bim-Mcl-1,Mcl1 Bid PPI,GSH bead fluor,RGS8-Gao,RGS7-Gao reg,RGS4-Gao reg,Bcl-B Bim block,Bim-Bcl-XL,Bim-Bcl-2,Bim-Bcl-W,Bfl-1 Bim block
CCOC(=O)C1CCCN(Cc2cc(=O)oc3cc(C)c(C)cc23)C1 (stereo not drawn),0,-2,15,102,95,99,-4,-2,-2,2,-8
COc1ccc(-c2cc(CCCC(=O)NCc3ccccn3)no2)cc1,1,-20,20,102,105,106,-1,-1,-1,3,-8
COCCn1nnnc1SCC(=O)Nc1ccc2c(c1)OCO2,1,-34,12,105,105,103,-4,-1,-3,-4,-10
CC(C)OCCCNC(=O)c1cccc(NC(=O)c2ccccc2)c1,-1,-21,10,106,101,102,-1,0,0,0,-1
O=c1[nH]ncc(N/N=C\c2ccncc2)c1Cl,2,-34,11,101,?,104,-1,1,-1,0,-6
Cc1ccc(NC(=O)CSc2nnc(CCCCCNC(=O)OC(C)(C)C)o2)c(C)c1,-2,-27,24,112,108,110,2,-1,-1,0,4
Cc1ccc2c(c1)C1(OCCO1)C(=O)N2,0,-16,35,107,104,105,3,0,0,1,-1
CC(C)C(=O)Nc1cccc(NC(=S)NC(=O)C(c2ccccc2)c2ccccc2)c1,0,-41,23,104,97,98,-1,-2,-1,-4,-2
COc1ccc(-c2nnc3sc(COc4ccccc4)nn23)cc1,0,7,21,102,101,100,-5,-2,-5,0,-15
Clc1cccc(Oc2cnns2)c1Cl,-2,-18,22,101,99,101,-10,-7,-9,-3,-19
CCOC(=O)c1ccc(-n2c(C)nc3c(cnn3-c3ccccc3C)c2=O)cc1,0,-23,21,103,98,102,-5,-6,-6,-1,-10
Cc1nn2c(C)nc3sc4c(c3c2nc1=O)CC(C)(C)OC4,-1,-2,16,101,98,100,1,-2,-2,0,-2
COc1cccc(/C=N/NC(=O)COc2cccc3cccnc23)c1O,-1,-38,11,91,96,92,-2,-5,-2,-2,-3
CCN(C(=O)COC(=O)c1ccc(N2C(=O)c3ccccc3C2=O)cc1)C1CCS(=O)(=O)C1 (stereo not drawn),-4,-13,16,103,103,101,-4,-7,-3,-3,-6
CC(C(=O)O)n1c(C(F)(F)F)nc2ccccc21 (stereo not drawn),-5,8,32,105,103,105,-12,-9,-8,-2,-18
COc1ccc2c(c1OC)C(=O)N1c3ccccc3N=C(c3ccc([N+](=O)[O-])cc3)CC21 (stereo not drawn),-1,22,19,99,97,100,-5,-5,-2,-1,5
COc1ccc(C)cc1S(=O)(=O)N(C)CC(=O)N1CCN(C)CC1,-3,-15,40,107,109,113,0,-1,-3,-1,-4
CCOP(=O)(OCC)C(C#N)=C1SCN(c2ccc(Cl)cc2)CS1,-4,-66,45,98,99,100,-6,0,-7,0,-14
C[n+]1cc(-c2ccccc2)n2c1CCCCC2,1,-37,10,96,95,91,0,2,-1,0,0
O=C(O)c1cccc(S(=O)(=O)N2CCSCC2)c1,-9,16,30,101,94,102,-14,0,-15,-2,-16
COc1cc(C(=O)Nc2ccc(S(=O)(=O)Nc3ncccn3)cc2)c([N+](=O)[O-])cc1OC,0,-10,15,105,102,106,0,-2,-1,-1,-6
Cc1csc(NC(=O)CCCSc2nc3ccccc3s2)n1,2,2,31,99,103,100,0,-1,-1,1,1
O=C(NCC1COc2ccccc2O1)c1ccccc1 (stereo not drawn),-5,-11,22,97,98,94,-9,-12,-9,-3,-21
COc1ccc(-c2nc3c(-c4ccc(Cl)cc4)cnn3cc2C)cc1F,0,-1,10,104,111,107,-4,-1,-2,0,-4
OC(CN1C2=NCCCN2c2ccccc21)c1ccc(Br)cc1 (stereo not drawn),-3,-16,35,102,104,103,-12,-9,-7,-1,-19
CCOC(=O)Cc1ncccc1C(=O)Nc1ccc(Oc2ccccc2)cc1,-1,-26,18,105,103,103,0,0,2,1,0
COc1cccc(NC(=O)Cn2nnc(-c3ccccc3N)n2)c1,-4,2,27,101,101,101,-7,-9,-11,-3,-15
O=c1cc(O)nc(SCc2ccc(Cl)cc2)[nH]1,1,-22,12,99,99,101,-11,-4,-7,1,-14
CCOc1ccc(NC(C)c2cc(Cl)ccc2O)cc1 (stereo not drawn),-2,-37,15,100,100,102,-3,-1,-2,2,3
COc1cc(C(=O)NCc2nnc(SCC(=O)NCc3ccccc3)o2)cc(OC)c1OC,0,2,62,101,101,97,-4,-4,-3,2,-9

Carrying on.
Compound,Bim-Mcl-1,Mcl1 Bid PPI,GSH bead fluor,RGS8-Gao,RGS7-Gao reg,RGS4-Gao reg,Bcl-B Bim block,Bim-Bcl-XL,Bim-Bcl-2,Bim-Bcl-W,Bfl-1 Bim block
O=C(Nc1nccs1)c1ccc(-c2ccc([N+](=O)[O-])cc2)o1,1,26,9,101,95,94,-3,4,1,0,4
CCCOc1cc(C)c(S(=O)(=O)N2CCOCC2)cc1C,0,-4,9,102,102,98,-6,-5,-2,-3,-3
Cc1cccc(C)c1NC(=O)Nc1ccc2c(c1)OCO2,0,-13,14,99,97,98,-3,-2,-4,-1,-1
Cc1ccc(C(=O)CC2SC(N)=NC2=O)cc1 (stereo not drawn),0,-5,16,99,100,101,0,2,0,0,0
C=C(C)C1Cc2c(C)nn(-c3cccc4ccccc34)c2C1 (stereo not drawn),-1,14,48,103,100,102,-6,2,-6,4,-8
Cc1c(NC(=O)C(C)OC(=O)c2cc3c4ccccc4n(C)c3s2)c(=O)n(-c2ccccc2)n1C (stereo not drawn),0,-15,27,101,100,97,-3,2,0,0,1
Cc1c(NC(=O)COC(=O)C(c2ccc(Cl)cc2)C(C)C)c(=O)n(-c2ccccc2)n1C (stereo not drawn),9,-13,11,82,97,99,-1,-2,0,0,2
CCCOC(=O)c1ccc(NC(=O)c2ccoc2C)cc1,-6,-5,27,98,106,98,-14,-8,-18,-6,-22
Cc1cc(C(=O)N=Nc2c(O)n(C(C)C)c3ccccc23)n[nH]1,-1,-24,28,95,97,96,-1,-1,-3,-3,0
COc1ccc(C(=O)Oc2ccc(/C=N/O)cc2)cc1,-2,8,59,100,103,102,-5,-11,-6,4,-9
CCOc1ncccc1C(=O)Nc1ccc(-c2ccc3nnc(C)n3n2)cc1,3,-22,25,99,99,98,0,2,6,2,0
O=C(O)c1cccc(S(=O)(=O)Nc2ccccc2-c2ccccc2)c1,0,-24,23,101,115,98,0,0,1,0,-2
Cc1ccc(OCCCSc2n[nH]c(N)n2)cc1,-3,-31,16,103,107,100,-5,-3,-1,2,-4
Clc1ccc(CNc2ccccn2)cc1,-2,-16,29,101,98,97,-4,-2,-5,-2,-6
Cc1c(NC(=S)SCc2ccccc2)c(=O)n(-c2ccccc2)n1C,-4,-50,9,103,102,99,-4,-5,-5,-2,-8
Cn1c(=O)c2c(nc(-c3ccccc3)n2C)n(Cc2ccccc2)c1=O,-1,-6,10,106,97,101,-4,-5,-2,-4,-1
CN(C)C(=O)CN1C(=O)C2CCCCN2C(=O)c2ccccc21 (stereo not drawn),-2,-2,18,99,99,99,-1,-3,-2,-4,-1
CCc1cccc(OCCn2ccnc2)c1,0,2,9,98,98,100,-2,-4,1,-1,0
COc1cccc(NC(=S)N2CCN(c3ccc([N+](=O)[O-])cc3)CC2)c1,-5,-40,9,102,105,102,-7,-2,-3,-1,-4
COc1ccc(-n2c(CCc3ccccc3)nnc2SCC(=O)NCc2ccccc2)cc1,-2,-26,11,103,101,99,0,1,-4,1,-2
COc1cc(NC(=O)C2CCCO2)c(OC)cc1NC(=O)c1ccccc1 (stereo not drawn),-3,-5,13,102,99,100,-2,0,1,-1,-1
CC(=O)NCc1ccc(-c2nc3ccccc3s2)cc1,-2,-14,15,101,101,104,-4,-2,-3,0,-6
CCn1c(-c2ccccc2)csc1=Nc1ccc(S(=O)(=O)O)cc1,-1,-17,5,99,102,104,-5,-5,0,-1,0
Cc1c([N+](=O)[O-])c([N+](=O)[O-])nn1CC(=O)N1CCCCC1,-1,-19,5,104,114,104,-2,-4,-3,0,0
CC1CCCN(C(=S)SCC(=O)c2cc(Br)cc(Br)c2O)C1 (stereo not drawn),1,-65,10,103,101,109,-4,0,-3,0,-4
O=C1CC(Nc2ccc(N3CCOCC3)cc2)C(=O)N1Cc1ccccc1 (stereo not drawn),4,-25,21,94,93,96,1,0,8,9,11
